Source: PubChem BioAssay (The Scripps Research Institute Molecular Screening Center)
KLK7 zymogen act: proKLK7 zymogen activators, primary screen, biochemical, fluorescence intensity; Kallikrein-7 (Homo sapiens), P49862; purified proKLK7, EDANS-DABCYL substrate fluorescence; 100% is mature enzyme control, 0% vehicle; activation, % at 7 µM; actives 0.9% (n = 370,000); AID 652039, 2013;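 active = activation above the mean of all tested compounds plus 3 SD, computed per campaign excluding outliers beyond control limits, cut at about 13% in these data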
ADAM17 inh: ADAM17 inhibitors, primary screen, biochemical, QFRET. AID 720648, 2013. Disintegrin and metalloproteinase domain-containing protein 17 (Homo sapiens), P78536. inhibition, % at 6.95 µM. actives 0.83% (n = 370,000). recombinant ADAM17, EDANS/DABCYL FRET peptide cleavage;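 active = inhibition above the mean of compounds lying between control limits plus 3 SD, set per campaign, cut at about 8.5% in these data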;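 also: 0% = DMSO-only wells as the low control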
Target sequence (P78536 215-824 limits assumed): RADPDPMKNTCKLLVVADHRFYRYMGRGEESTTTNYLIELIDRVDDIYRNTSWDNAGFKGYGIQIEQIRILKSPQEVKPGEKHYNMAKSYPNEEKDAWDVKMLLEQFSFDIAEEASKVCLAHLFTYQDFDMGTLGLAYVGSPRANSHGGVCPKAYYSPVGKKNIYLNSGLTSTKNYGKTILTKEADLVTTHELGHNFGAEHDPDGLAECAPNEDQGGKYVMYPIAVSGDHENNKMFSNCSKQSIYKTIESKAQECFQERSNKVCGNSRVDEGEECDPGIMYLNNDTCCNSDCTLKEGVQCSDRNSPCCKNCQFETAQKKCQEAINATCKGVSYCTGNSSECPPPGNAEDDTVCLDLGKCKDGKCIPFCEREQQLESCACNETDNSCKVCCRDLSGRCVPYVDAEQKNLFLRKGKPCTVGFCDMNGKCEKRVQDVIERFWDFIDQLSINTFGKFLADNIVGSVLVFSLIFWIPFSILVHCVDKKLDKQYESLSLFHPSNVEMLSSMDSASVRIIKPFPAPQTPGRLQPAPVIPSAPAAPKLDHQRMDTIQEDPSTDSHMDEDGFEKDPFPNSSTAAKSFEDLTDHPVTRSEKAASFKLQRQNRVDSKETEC
UHRF1 binding: UHRF1 methylated DNA binding inhibitors, primary screen, counter-screen for MBD2 inhibitor project, biochemical, TR-FRET, human UHRF1, single concentration. inhibition, % at 4.4 µM. actives 0.75% (n = 370,000). E3 ubiquitin-protein ligase UHRF1 (Homo sapiens), Q96T88. UHRF1 binding to methylated oligo; in the data active = inhibition above about 21%;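 also: UHRF1 SRA domain binding a hemimethylated CpG hairpin DNA probe; 0% = median of test compound wells and 100% = reference inhibitor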
ARFGAP1 inh: inhibitors of rat ARFGAP1 GAP activity, primary screen, biochemical, fluorescence polarization, GDP tracer; inhibition, % at 16.5 µM; actives 0.26% (n = 360,000); Arfgap1-stimulated ARF1 GTP hydrolysis, GDP FP detection; ADP-ribosylation factor GTPase-activating protein 1 (Rattus norvegicus), Q62848;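 active = inhibition above a per-plate limit, mean inhibition of low control wells plus 3 SD, cut at about 25% in these data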;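 also: 0% = DMSO wells with enzyme and 100% = wells lacking Arfgap1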
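Replicates: Single well per compound | Assay system: Truncated rat Arfgap1 GAP domain | Control set: No-Arfgap1 wells (100%) versus DMSO full-reaction wells (0%) | Times: Enzyme reaction 120 min at 25 °C after 20 min preincubation | Reagent: Human ARF1(Δ1-17)-GTP substrate | Measured by: Tracer-displacement fluorescence polarization with EDTA stop, 620/688 nm | Measure: Percent inhibition of Arfgap1-stimulated GTP hydrolysis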
PLC-gamma1 inh: PLC-gamma1 enzyme inhibitors, primary screen, biochemical, fluorescence, purified enzyme; 1-phosphatidylinositol 4,5-bisphosphate phosphodiesterase gamma-1 (Homo sapiens), P19174; fluorogenic substrate; inhibition, % at 12.2 µM; actives 0.84% (n = 370,000); in the data active = inhibition above about 9.5%
ASAP1 GAP inh: inhibitors of human ASAP1 ArfGAP activity, primary screen, biochemical, fluorescence polarization; Arf-GAP with SH3 domain, ANK repeat and PH domain-containing protein 1 (Homo sapiens), …; ASAP1-stimulated ARF1 GTP hydrolysis, GDP FP detection; inhibition, % at 16.5 µM; actives 0.19% (n = 360,000); in the data active = inhibition above about 25%;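 also: 0% = vehicle with enzyme and substrate and 100% = no enzyme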
Target sequence (Q9ULH1 325-724 limits assumed): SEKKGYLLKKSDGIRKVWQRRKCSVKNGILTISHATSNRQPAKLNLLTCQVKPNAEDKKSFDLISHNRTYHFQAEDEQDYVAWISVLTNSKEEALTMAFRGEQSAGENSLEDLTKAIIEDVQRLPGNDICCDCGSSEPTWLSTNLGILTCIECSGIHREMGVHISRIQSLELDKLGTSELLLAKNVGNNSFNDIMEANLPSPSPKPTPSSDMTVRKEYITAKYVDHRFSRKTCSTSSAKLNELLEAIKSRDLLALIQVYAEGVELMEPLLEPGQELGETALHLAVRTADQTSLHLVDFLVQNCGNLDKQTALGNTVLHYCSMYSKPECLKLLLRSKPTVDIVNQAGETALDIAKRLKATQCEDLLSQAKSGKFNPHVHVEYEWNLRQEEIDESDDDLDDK
Tn7 DDE FP: inhibitors of Tn7 peptide binding to fibrin DD(E), primary screen, biochemical, fluorescence polarization, human fibrin, Tn7 probe | FP displacement of FITC-Tn7 peptide from fibrin DD(E); 0% = median of compound wells per plate | actives 0.13% (n = 370,000) | inhibition, % at 8.3 µM | AID 720508, 2013 | Fibrinogen beta chain (Homo sapiens), P02675;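 active = inhibition above the mean of compounds falling within the control limits plus 3 SD of them, cut at about 14% in these data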;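 also: 0% = plate median of compound wells and 100% = 10 µM Aha-Tn7 peptide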
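Assay system: Human clot-derived fibrin DD(E) complex | Buffer or medium: Tris/NaCl/CaCl2 buffer, pH 7.8 | Repeats: One replicate per compound | Benchmarks: Aha-Tn7 high control | Measure: % inhibition scaled between sample-field median and high-control FP | Schedule: 10 min plus 3 h, room temperature | Signal: Fluorescence polarization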
MBD2 inh: inhibitors of MBD2 binding to methylated DNA, primary screen, biochemical, TR-FRET, DNA-binding domain, human; Methyl-CpG-binding domain protein 2 (Homo sapiens), Q9UBB5; AID 686964, 2013; inhibition, % at 4.4 µM; actives 0.31% (n = 370,000); MBD2 binding to methylated oligonucleotide; in the data active = inhibition above about 13%
DDE Tn6 FP inh: inhibitors of Tn6 peptide binding to fibrin DD(E), primary screen, biochemical, fluorescence polarization, human fibrin, Tn6 probe | Fibrinogen beta chain (Homo sapiens), P02675 | Fibrin DD(E) TRITC-Tn6 fluorescence polarization displacement | inhibition, % at 8.3 µM | actives 0.21% (n = 370,000) | AID 720509, 2013;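 active = inhibition above a per-campaign cutoff: mean of compounds within control limits plus 3 SD, cut at about 15% in these data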;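 also: 0% = median of all compound wells on the plate and 100% = blocking peptide control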
PLC-beta3 inh: human PLC-beta3 inhibitors, primary screen, biochemical, fluorescence; 1-phosphatidylinositol 4,5-bisphosphate phosphodiesterase beta-3 (Homo sapiens), Q01970; Purified PLC-beta3, fluorogenic substrate; inhibition, % at 12.2 µM; actives 0.18% (n = 370,000); AID 720704, 2013; in the data active = inhibition above about 11%;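 also: 0% = median of compound wells on plate and 100% = full blocker control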
* = called active by the depositor.

SMILES | KLK7 zymogen act | ADAM17 inh | UHRF1 binding | ARFGAP1 inh | PLC-gamma1 inh | ASAP1 GAP inh | Tn7 DDE FP | MBD2 inh | DDE Tn6 FP inh | PLC-beta3 inh
CN(C)C(=O)c1ccc(-c2cc(C(F)(F)F)n(C)n2)s1 | -0.3 | -2.2 | -1.6 | 10.3 | 2.3 | 5.8 | -3.9 | -2.4 | -1.9 | -6.5
O=C(Nc1ccc(Cl)cn1)c1ccc(Oc2ccccc2)cc1 | 0.1 | 2.1 | 2.5 | -3.0 | -0.1 | 8.2 | 1.1 | 4.2 | -3.3 | -4.1
Cc1cc(C)n(Cc2ccc(C(=O)O)o2)n1 | 0.6 | -5.4 | 0.8 | 5.5 | -1.4 | -4.4 | -1.3 | -0.4 | 9.8 | 0.0
COc1ccc(C2=NNC(=Nc3cc(S(=O)(=O)N(C)C)ccc3C)SC2)c(OC)c1 | 0.2 | -5.5 | -0.9 | -3.2 | -3.4 | -0.1 | 0.5 | 1.3 | 2.1 | -9.7
O=[N+]([O-])c1cc(-c2nnc(N3CCOCC3)c3ccccc23)ccc1N1CCOCC1 | -0.1 | -3.5 | -8.7 | -2.8 | 2.6 | -0.6 | -3.8 | -8.0 | -6.5 | 3.5
Cc1ccc(CCNC(=O)c2nnn(-c3cccc(C)c3)c2N)cc1 | 1.0 | -2.8 | -0.5 | -6.0 | 3.2 | 3.6 | 1.3 | -4.3 | 3.0 | 3.8
CCN(CC(=O)NC(C)C)C(=O)CCNC(=O)c1ccc(Cl)cc1 | 0.1 | -4.8 | 2.2 | 0.1 | -0.9 | -6.7 | -1.7 | -1.0 | -8.3 | 0.9
Cc1sc2ncnc(N3CCC(C(=O)NNC(=O)COc4ccc(Cl)cc4)CC3)c2c1C | 0.0 | 1.8 | 4.5 | 6.3 | 0.6 | 14.0 | -3.9 | 4.6 | -6.1 | -8.8
CCOc1ccccc1C(=O)NC(C(=O)Nc1ccccc1N1CCOCC1)C(C)C (stereo unspecified) | 0.1 | -1.4 | 1.2 | 0.0 | -0.6 | -0.3 | -0.8 | 4.7 | 3.1 | -2.9
Cc1ccc(NC(=S)c2ccncc2)cc1 | -0.6 | -7.0 | 6.0 | -2.4 | 4.9 | -17.2 | -3.0 | 6.3 | -8.5 | -4.7
COc1ccc(-c2cc(C(=O)Nc3ccccc3F)on2)cc1 | 0.6 | 4.3 | 4.9 | 21.4 | 8.8 | -2.8 | -5.1 | 1.7 | -9.6 | 7.6
CC1CCc2c(C(=O)NCCN3CCOCC3)csc2C1 (stereo unspecified) | -0.4 | -2.9 | 5.1 | 13.4 | 1.5 | 2.0 | -3.1 | 0.5 | 0.7 | -2.2
Cc1noc(C)c1-c1ccc(C(=O)NCC(C)C)c2occc12 | 0.6 | -10.0 | -0.4 | -5.2 | -2.6 | -14.4 | -3.1 | 1.7 | 9.0 | 0.4
COc1ccc(C(=O)/C(C)=N/O)cc1OC | 0.2 | -2.3 | -3.4 | 5.7 | 0.2 | 3.6 | -1.4 | 1.0 | -8.6 | 7.3
COc1ccc(C(CNC(=O)c2cccc(NS(=O)(=O)c3ccc(C)c(F)c3)c2)N(C)C)cc1 (stereo unspecified) | 0.1 | -3.6 | 4.4 | 2.0 | -1.8 | 3.8 | 5.6 | -1.6 | 6.5 | -8.4
Cc1ccc(C(=O)NC2CCN(CC(=O)Nc3cccc([N+](=O)[O-])c3)CC2)cc1 | -0.7 | -1.0 | 1.8 | -17.8 | 3.9 | 0.6 | 5.2 | -1.0 | -2.1 | -2.2
CCOC(=O)C1=C(O)/C(=C\c2ccc(CNS(=O)(=O)c3ccc(Br)cc3)o2)N=C1C | 1.1 | -0.2 | 5.2 | 4.1 | -78.8 | 11.9 | 2.2 | -2.0 | 9.4 | -86.4
CCCCN(S(=O)(=O)c1ccccc1)S(=O)(=O)c1ccccc1 | -0.3 | 1.8 | -0.3 | 7.1 | -1.5 | 6.1 | -0.8 | 4.0 | -4.8 | -6.5
CCc1ccc(N2C(=O)C(Cl)=C(N3CCCCCC3)C2=O)cc1 | -0.4 | -8.6 | -0.2 | 14.2 | -1.1 | -1.1 | 4.7 | 0.8 | -0.7 | -2.3
O=S(=O)(NCC1CC1)c1cccc(S(=O)(=O)N2CCCC2)c1 | -0.4 | -3.3 | 3.0 | 3.8 | -2.2 | 9.0 | -0.6 | 0.7 | 3.4 | -3.4
COc1ccc(NC(=O)CCS(=O)(=O)c2ccc3c(c2)CCCN3C(C)=O)cc1Cl | -1.0 | -3.3 | 1.3 | -5.0 | 0.2 | -2.8 | -2.8 | 1.5 | -7.9 | -0.2
Cc1ccc(NC(=O)COC(=O)CN2CCCCCC2=O)c(C)c1 | -0.2 | -0.6 | 1.3 | -7.6 | 1.3 | -7.2 | 0.7 | -0.8 | -5.7 | -1.2
CC(=O)Nc1cccc(/C(C)=N/NS(=O)(=O)c2ccccc2)c1 | -0.1 | -1.4 | 0.2 | -3.8 | -2.6 | -7.2 | 0.8 | 6.3 | 1.8 | 0.4
O=C(Nc1ccc(NC(=O)C2CC2)nc1)c1cnccn1 | 0.4 | -1.2 | 0.4 | -4.0 | 0.0 | -2.3 | 5.0 | -1.3 | -2.8 | 1.6
COc1ccc2oc(=N)c(C(=O)Nc3ccc(Br)cc3)cc2c1 | -6.3 | -31.6 | 1.1 | 8.1 | -122.0 | 8.0 | -2.4 | -1.9 | 5.8 | -136.0
CNCCC(Oc1ccc(C(F)(F)F)cc1)c1ccccc1 (stereo unspecified) | -0.6 | -5.3 | -1.1 | 4.0 | 1.2 | -0.5 | 2.9 | -1.0 | -2.4 | 4.5
COC(=O)c1sc(S(=O)(=O)N2CCN(c3ccccc3F)CC2)c(C(=O)OC)c1C | 0.0 | 5.8 | 0.8 | 1.8 | 2.6 | 1.1 | 5.4 | -7.9 | -0.2 | 1.5
Cc1ccc2cc(C#N)c(N3CCN(C(=O)c4cccs4)CC3)nc2c1 | 0.4 | -12.1 | -0.2 | 1.6 | -3.4 | 9.5 | 6.9 | -8.0 | 10.7 | -8.8
Cn1cc(C(=O)C(=O)N2CCCC2)c2ccccc21 | -0.1 | -1.5 | -3.4 | -5.7 | 3.3 | -9.8 | -1.0 | -4.4 | 6.0 | -0.2
O=C(CSc1nnc(COc2ccccc2)o1)N1CCCC1 | -0.3 | 0.0 | 4.8 | 0.0 | 1.7 | -6.3 | -0.7 | 1.2 | 1.8 | -5.7
CS(=O)(=O)N1CCN(c2ccc(NC(=O)c3cccnc3Cl)cc2)CC1 | 0.1 | 0.5 | 1.4 | -9.4 | 0.6 | -13.5 | 5.3 | -2.5 | 6.4 | 1.7
CCOc1cc(C(=O)NCCOC)ccc1OC | 0.3 | -5.8 | -0.7 | -9.6 | -3.7 | 1.5 | 8.1 | 0.8 | -3.7 | 1.8
Cc1ccc(CSc2nnc(-c3cccc(S(=O)(=O)N4CCOCC4)c3)n2CC(C)C)cc1 | -0.2 | 0.3 | -2.0 | 7.9 | 1.0 | -11.4 | 0.1 | -0.7 | -5.0 | 0.5
CC1(C)C(C(=O)O)N2C(=O)C(NC(=O)Cc3ccccc3)C2S1=O (stereo unspecified) | -0.2 | -3.4 | -3.5 | -11.0 | 0.4 | 12.1 | -2.8 | 3.8 | 0.7 | -4.5
O=C(Nn1cnnc1)c1cc(Cl)cc(Cl)c1 | 0.2 | 0.3 | -0.5 | 6.3 | -2.3 | 2.7 | -6.2 | 1.8 | -0.8 | -4.7
O=C(CSc1cn(Cc2ccccc2)c2ccccc12)N1CCOCC1 | 0.4 | 2.2 | 3.0 | 3.5 | 3.3 | 1.9 | -3.7 | 4.9 | -2.8 | 1.5
O=C(Cn1cc(Cl)ccc1=O)c1ccc(Cl)cc1 | -0.9 | -5.7 | 4.2 | 10.4 | 0.8 | -6.1 | 0.0 | 4.2 | -8.0 | 3.6
CC1CN(C2=CC(=O)CCC2)CC(C)O1 (stereo unspecified) | 0.0 | -5.7 | -1.8 | 0.9 | -4.3 | 7.1 | -4.8 | -1.6 | -5.1 | -10.0
O=S(=O)(c1ccccc1)N1CN(c2ccc(F)cc2F)c2nc3ccccc3nc21 | -0.5 | -1.0 | 1.9 | 10.3 | -4.6 | 1.6 | -2.0 | -2.0 | 7.6 | -4.4
Cc1ncc2c(n1)NC(=O)NC2 | 0.4 | -3.2 | -3.6 | 2.4 | -0.8 | -5.0 | 1.9 | 1.6 | 0.3 | 2.7
Clc1ccc(/C=N/Nc2ccccn2)cc1 | -0.2 | -2.0 | 2.4 | -1.1 | 1.0 | 2.7 | 0.1 | 2.6 | -0.2 | -1.1
O=C(Nc1ccccc1)N1CCC(C(=O)N2CCN(Cc3ccccc3)CC2)CC1 | 0.4 | -2.1 | -0.1 | -11.9 | -3.4 | 0.8 | 1.1 | 4.5 | 1.5 | -5.7
Cn1cc(CN2CCC(O)CC2)c(-c2ccc(Oc3ccccc3)cc2)n1 | 0.1 | 5.4 | 2.9 | -19.4 | 2.3 | 0.2 | -6.9 | 1.9 | -3.0 | 1.2
O=C(CCC1CCN(C(=O)c2cccc(Cl)c2F)CC1)Nc1ccccc1 | 0.4 | -1.4 | -1.2 | -1.0 | -0.4 | 7.7 | 3.3 | -1.3 | 8.0 | -10.2
CC1CN=C(c2cccn2Cc2ccc(F)cc2Cl)O1 (stereo unspecified) | -0.3 | -1.0 | -2.5 | 12.6 | 1.4 | -10.3 | -0.8 | -1.6 | 8.9 | -1.2

In the list so far, these have a nitro group on carbon:
SMILES | KLK7 zymogen act | ADAM17 inh | UHRF1 binding | ARFGAP1 inh | PLC-gamma1 inh | ASAP1 GAP inh | Tn7 DDE FP | MBD2 inh | DDE Tn6 FP inh | PLC-beta3 inh
O=[N+]([O-])c1cc(-c2nnc(N3CCOCC3)c3ccccc23)ccc1N1CCOCC1 | -0.1 | -3.5 | -8.7 | -2.8 | 2.6 | -0.6 | -3.8 | -8.0 | -6.5 | 3.5
Cc1ccc(C(=O)NC2CCN(CC(=O)Nc3cccc([N+](=O)[O-])c3)CC2)cc1 | -0.7 | -1.0 | 1.8 | -17.8 | 3.9 | 0.6 | 5.2 | -1.0 | -2.1 | -2.2
